# DYRK1A inh: rat Dyrk1A kinase inhibitors, primary screen, biochemical, single point, plate reader | Dual specificity tyrosine-phosphorylation-regulated kinase 1A (Rattus norvegicus), Q63470 | ADP-Glo luminescence, NFATc1 peptide | inhibition, % at 12.5 µM | 310,000 tested, 0.43% active | AID 504441, 2011; in the data active = inhibition above about 50%;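 note: plate controls were vehicle with enzyme for no effect and no enzyme for full effect; many of its hits are not listed in these tables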
# KCNQ1 act: potentiators or activators of KCNQ1 channel, primary screen, cell-based, thallium flux, high-throughput. CHO-K1 KCNQ1, thallium flux FluxOR fluorescence; hits give high values. B-score at 10 µM. 310,000 tested, 0.35% active. Potassium voltage-gated channel subfamily KQT member 1 (Homo sapiens), P51787;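 active = fluorescence ratio B-score, a plate-corrected score, at least three library SD, with initial intensity B-score within 5 SD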
# Target sequence (P51787 whole entry, looked up): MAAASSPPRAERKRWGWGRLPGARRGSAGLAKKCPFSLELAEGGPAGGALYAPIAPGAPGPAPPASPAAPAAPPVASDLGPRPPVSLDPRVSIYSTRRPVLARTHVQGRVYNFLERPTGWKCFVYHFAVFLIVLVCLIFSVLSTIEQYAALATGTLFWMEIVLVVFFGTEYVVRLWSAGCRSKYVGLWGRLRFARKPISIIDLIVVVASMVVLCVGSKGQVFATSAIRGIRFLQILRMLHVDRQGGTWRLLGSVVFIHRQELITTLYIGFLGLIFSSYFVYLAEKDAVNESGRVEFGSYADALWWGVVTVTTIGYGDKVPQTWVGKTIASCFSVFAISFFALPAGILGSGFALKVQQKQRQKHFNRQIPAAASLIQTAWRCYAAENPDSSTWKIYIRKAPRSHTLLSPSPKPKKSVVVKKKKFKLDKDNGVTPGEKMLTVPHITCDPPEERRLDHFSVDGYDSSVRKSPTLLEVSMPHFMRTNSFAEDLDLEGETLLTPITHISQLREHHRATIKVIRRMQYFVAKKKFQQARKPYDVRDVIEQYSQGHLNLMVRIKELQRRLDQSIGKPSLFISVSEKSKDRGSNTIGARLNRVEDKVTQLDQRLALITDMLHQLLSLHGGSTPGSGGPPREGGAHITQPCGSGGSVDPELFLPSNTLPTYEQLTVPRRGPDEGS
#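 Assay system: CHO-K1 cells stably expressing KCNQ1; Medium: assay buffer with matched DMSO; Also added: K+/Tl+ depolarizing stimulus; Dosing: single dose; Timing: dye 90 min, compound 20 min, room temperature; Measured by: kinetic FluxOR thallium fluorescence, 10-s 1-Hz baseline, 110-s post-stimulus read; Read-out: peak-minus-minimum fluorescence over initial fluorescence, negative-control normalized, B-scored.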
# Platelet DG rel: inhibitors of platelet dense granule secretion, primary screen, cell-based, MLPCN, human platelets. human platelet-rich plasma, SFLLRN dense granule ATP release, luminescence. inhibition, %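 (compounds screened at 7.5 µM in platelet-rich plasma)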. 300,000 tested, 0.22% active. AID 1663, 2009;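 active = mean replicate score, as percent of positive control, at or above 50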
# KCNK9 block: KCNK9 potassium channel inhibitors, primary screen, HEK293 cells, thallium flux; Potassium channel subfamily K member 9 (Homo sapiens), Q9NPC2; FluxOR thallium flux fluorescence; hits give low values; B-score at 10 µM; 310,000 tested, 1.2% active; AID 488922, 2010;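 active = ratio B-score over 3 SD below the library mean, with starting fluorescence within 5 SD of its mean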;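 note: negative B-score means less thallium flux so channel inhibition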
# KCNQ1 inh: inhibitors of human KCNQ1 channel, primary screen, cell-based, thallium flux, high-throughput; AID 2642, 2010; Potassium voltage-gated channel subfamily KQT member 1 (Homo sapiens), P51787; 310,000 tested, 1.3% active; CHO-K1 KCNQ1, FluxOR thallium flux fluorescence; hits give high values; B-score at 10 µM;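 active = compounds whose thallium flux B-score, printed positive for inhibition, exceeds three library SD while starting fluorescence stays within three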;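 note: channel opened by potassium depolarization with thallium stimulus after 20 min compound exposure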
# hERG rescue: hERG rescue from dofetilide block, primary screen, cell-based, CHO-hERG, FluxOR thallium flux, dofetilide IC70 | Voltage-gated inwardly rectifying potassium channel KCNH2 (Homo sapiens), Q12809 | dofetilide IC70 present | activation (rescue from dofetilide block), less the hit threshold, % at 10 µM | 310,000 tested, 0.51% active;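 active = activation above the mean of controls blocked by dofetilide plus 5 SD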;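 note: thallium influx through hERG after potassium depolarization seen as dye fluorescence rise; in these data hits start at about 4.7%; inactives centre near -7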
# TRPC4 PAM: positive allosteric modulators of TRPC4, primary screen, cell-based, mouse TRPC4beta, HEK293 mu-opioid, Fluo-4 calcium; B-score at 10 µM; Short transient receptor potential channel 4 (Mus musculus), Q9QUQ5; DAMGO EC20, Fluo-4 Ca2+ flux; hits give high values; 310,000 tested, 0.42% active;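 active = B-score of calcium response area above 5 SD of library B-scores, with initial fluorescence ratio within 5 SD of library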;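 note: B-score of integrated fluorescence ratio over time as area under calcium response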
# KCNK3 inh: human KCNK3 channel inhibitors, primary screen, CHO cells, FluxOR thallium flux, B-score. B-score at 10 µM. FluxOR fluorescence; hits give low values. AID 602410, 2012. 340,000 tested, 0.84% active;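 active = B-score under library mean minus 4 SD, starting fluorescence ratio at most library mean plus 5 SD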;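 note: more negative B-score means stronger inhibition of thallium flux through KCNK3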
# Target sequence (O14649 whole entry, looked up): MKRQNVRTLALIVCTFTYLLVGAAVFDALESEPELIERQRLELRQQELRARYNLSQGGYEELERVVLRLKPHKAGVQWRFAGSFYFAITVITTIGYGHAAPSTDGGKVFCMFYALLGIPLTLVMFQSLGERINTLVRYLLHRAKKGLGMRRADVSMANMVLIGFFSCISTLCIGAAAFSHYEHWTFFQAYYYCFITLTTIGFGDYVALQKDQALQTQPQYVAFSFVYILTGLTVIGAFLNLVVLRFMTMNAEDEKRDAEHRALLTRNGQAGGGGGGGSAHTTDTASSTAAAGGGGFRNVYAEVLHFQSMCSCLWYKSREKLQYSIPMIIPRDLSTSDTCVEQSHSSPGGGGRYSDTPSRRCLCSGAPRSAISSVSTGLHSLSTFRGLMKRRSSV
# TRPC4 act: activators of mouse TRPC4 channel, primary screen, Fluo4 calcium, HEK293 TRPC4beta/mu-opioid cells; Fluo4 calcium fluorescence; hits give high values; 310,000 tested, 0.49% active; Short transient receptor potential channel 4 (Mus musculus), Q9QUQ5; B-score at 10 µM;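 active = B-score above 5 SD of library B-scores, and initial fluorescence ratio not above library mean plus 5 SD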;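 note: positive B-score marks a calcium rise read as TRPC4 activation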
#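 Assay system: HEK293 cells stably co-expressing mouse TRPC4beta and mu-opioid receptor / Timing: Fluo4 dye loading 45 min at room temperature, 110 s recording / Signal: Fluo4 calcium-sensitive dye fluorescence, kinetic, 1 Hz baseline / Read-out: integrated baseline-normalised fluorescence ratio, converted to per-well B score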
# TRPC4 inh: inhibitors of mouse TRPC4 channel, primary screen, Fluo4 calcium, HEK293 TRPC4beta/mu-opioid cells | DAMGO-evoked Fluo4 calcium flux; hits give low values | 300,000 tested, 0.39% active | B-score at 10 µM | AID 2247, 2010;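 active = B-score over 3 SD under the library average, no early fluorescence shift, positive overall ratio signal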
#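 System: stable TRPC4beta/mu-opioid receptor HEK293 cells; Dosing: single-point compound dosing; Measured by: Fluo4 Ca2+ flux fluorescence; Read-out basis: per-well B score of integrated baseline-normalized Fluo4 ratio.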
# PolyA inh: polyadenylation inhibitors in yeast reporter cells, primary screen, luminescence, S. cerevisiae | calls only at 12 µM | 300,000 tested, 0.02% active | S. cerevisiae SKY197-pL101 polyadenylation reporter, beta-gal luminescence; efflux-impaired pdr1/pdr3 knockout yeast; score 100 = 6 SD above DMSO | AID 1875, 2009;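 active = lowest replicate activity score at least 50, where 100 means six control SD above control mean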;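 note: yeast exposed to compound for 9 h at 30 °C; higher score means more reporter readthrough which indicates perturbed polyadenylation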
# Active calls of the source: *; i = inactive; · = no result given.
cpd | canonical_smiles | DYRK1A inh | KCNQ1 act | Platelet DG rel | KCNK9 block | KCNQ1 inh | hERG rescue
1 | COc1ccc(/C(C)=N/NC(=O)Cc2c(C)nc(C)[nH]c2=O)cc1 | -6 | i | -9 | i | i | -1
2 | N#Cc1ccc(NC(=O)COC(=O)CCc2nc3ccccc3c(=O)[nH]2)cc1 | -2 | i | -7 | i | i | -9
3 | O=C(CCS(=O)(=O)Cc1ccccc1F)NCCc1ccc(Cl)cc1 | -3 | i | -3 | i | i | -2
4 | Cc1nc(N2CCN(c3ccccc3)CC2)[nH]c(=O)c1Cc1cccc2ccccc12 | · | i | 3 | i | i | -8
5 | C=CC(C)(C)c1cc2cc3ccoc3cc2oc1=O | 3 | i | -11 | i | i | -12
6 | O=C(NCC1CCN(Cc2cccc(Cl)c2)CC1)Nc1ccc(Cl)cc1 | · | i | -2 | i | i | -19
7 | COc1ccc(/C=C/CN2CCN(Cc3ccc(C)cc3)C(CCO)C2)cc1 (centres undefined) | 5 | i | 2 | i | i | -11
8 | O=C(C[n+]1ccccc1)Nc1ccccc1Br | 0 | i | 4 | i | i | -3
9 | CCCOC(=O)Nc1nnc(CCC)s1 | -21 | i | 0 | i | i | -11
10 | Cc1ccc(-c2nc3ccccc3o2)cc1NC(=S)NC(=O)c1cc2ccccc2o1 | -1 | i | 0 | i | i | 1

cpd | TRPC4 PAM | KCNK3 inh | TRPC4 act | TRPC4 inh | PolyA inh
1 | i | i | i | i | i
2 | i | i | i | i | i
3 | i | i | i | i | i
4 | i | · | i | i | i
5 | i | i | i | i | i
6 | i | i | i | i | i
7 | i | i | i | i | i
8 | i | i | i | i | i
9 | i | i | i | i | i
10 | i | i | i | i | i

# Overlap with the part before: two compounds; new compounds follow.
cpd | canonical_smiles | DYRK1A inh | KCNQ1 act | Platelet DG rel | KCNK9 block | KCNQ1 inh | hERG rescue
9 | CCCOC(=O)Nc1nnc(CCC)s1 | -21 | i | 0 | i | i | -11
10 | Cc1ccc(-c2nc3ccccc3o2)cc1NC(=S)NC(=O)c1cc2ccccc2o1 | -1 | i | 0 | i | i | 1
11 | COc1cccc(CCNC(=O)COc2cccc3c2OC(C)(C)C3)c1 | -1 | i | 3 | i | i | -13
12 | COC(CNC(=O)c1c[nH]c2ccc(S(=O)(=O)N3CCC4(CC3)OCCO4)cc2c1=O)OC | · | i | 2 | i | i | -8
13 | O=S(=O)(Cc1ccccc1)N1CCc2ccccc2C1 | 4 | i | 0 | i | i | -12
14 | COc1ccc(CNc2ncc(-c3ccc(Cl)cc3)n2C)c(OC)c1OC | 2 | i | 9 | i | i | -14
15 | Cc1ccc2[nH]c(=O)c(C(c3nnnn3CCc3ccccc3)N3CCOCC3)cc2c1 (centres undefined) | -5 | i | -1 | i | i | -5
16 | O=C(O)CSCC(=O)NCc1ccccc1Cl | -2 | i | -3 | i | i | -4
17 | Cc1ccc(NC(=O)Cc2ccccc2Cl)cc1S(=O)(=O)N(C)C | · | i | -1 | i | i | -9
18 | Cc1cc(C)nc(NS(=O)(=O)c2ccc(NC(=O)CSc3ncn[nH]3)cc2)n1 | 5 | i | -4 | i | i | 0
19 | Cc1ccc(CNC(=O)c2cc3ccccc3oc2=O)cc1 | 6 | i | 8 | i | i | -3
20 | CC(=O)OCCCN1c2ccccc2Nc2nnc(-c3ccccc3)cc21 | 4 | i | -3 | i | i | -18

cpd | TRPC4 PAM | KCNK3 inh | TRPC4 act | TRPC4 inh | PolyA inh
9 | i | i | i | i | i
10 | i | i | i | i | i
11 | i | i | i | i | i
12 | i | i | i | i | i
13 | i | i | i | i | i
14 | i | i | i | i | i
15 | i | i | i | i | i
16 | i | i | i | i | i
17 | i | i | i | i | i
18 | i | i | i | i | i
19 | i | i | i | i | i
20 | i | i | i | i | i

# Following part.
cpd | canonical_smiles | DYRK1A inh | KCNQ1 act | Platelet DG rel | KCNK9 block | KCNQ1 inh | hERG rescue
21 | COc1cccc(/C=C2\SC(=S)N(C(C)C(=O)NC3C=CS(=O)(=O)C3)C2=O)c1 (centres undefined) | 7 | i | -7 | i | i | -7
22 | CCOc1ccc2oc(C(=O)NC3CCN(Cc4ccccc4)CC3)c(C)c2c1 | · | i | 1 | i | i | -10
23 | COc1ccc(CCNS(=O)(=O)c2ccc(Cl)cc2)cc1OC | 1 | i | 1 | i | i | -4
24 | O=C(CSc1nnc(CNC(=O)c2ccco2)o1)NC1CCCC1 | -4 | i | -4 | i | i | -8
25 | COC(=O)CC(=O)CSc1nc2c(cc1C#N)CCCCC2 | -3 | i | 11 | i | i | -1
26 | O=C(COc1ccccc1)N1CCN(C(=O)c2ccccc2F)CC1 | -7 | i | -2 | i | i | -7
27 | CCOCCCNc1c(CC)c(C)c(C#N)c2nc3ccccc3n12 | 6 | i | 2 | i | i | -4
28 | COc1ccc(NS(=O)(=O)c2ccc(OCC(=O)N3CCOCC3)cc2)cc1Cl | -4 | i | 1 | i | i | -13
29 | COc1ccc(NC(=S)N2CCN(S(=O)(=O)c3ccc(F)cc3)CC2)cc1OC | 2 | i | -18 | i | i | -14
30 | Cc1ccc(S(=O)(=O)N2CCN(Cc3cc(C(C)C)ccc3O)CC2)cc1 | 5 | i | 4 | i | i | -10

cpd | TRPC4 PAM | KCNK3 inh | TRPC4 act | TRPC4 inh | PolyA inh
21 | i | i | i | i | i
22 | i | i | i | i | i
23 | i | i | i | i | i
24 | i | i | i | i | i
25 | i | i | i | i | i
26 | i | i | i | i | i
27 | i | i | i | i | i
28 | i | i | i | i | i
29 | i | i | i | i | i
30 | i | i | i | i | i

# Continued; it opens with the six that closed the last part.
cpd | canonical_smiles | DYRK1A inh | KCNQ1 act | Platelet DG rel | KCNK9 block | KCNQ1 inh | hERG rescue
25 | COC(=O)CC(=O)CSc1nc2c(cc1C#N)CCCCC2 | -3 | i | 11 | i | i | -1
26 | O=C(COc1ccccc1)N1CCN(C(=O)c2ccccc2F)CC1 | -7 | i | -2 | i | i | -7
27 | CCOCCCNc1c(CC)c(C)c(C#N)c2nc3ccccc3n12 | 6 | i | 2 | i | i | -4
28 | COc1ccc(NS(=O)(=O)c2ccc(OCC(=O)N3CCOCC3)cc2)cc1Cl | -4 | i | 1 | i | i | -13
29 | COc1ccc(NC(=S)N2CCN(S(=O)(=O)c3ccc(F)cc3)CC2)cc1OC | 2 | i | -18 | i | i | -14
30 | Cc1ccc(S(=O)(=O)N2CCN(Cc3cc(C(C)C)ccc3O)CC2)cc1 | 5 | i | 4 | i | i | -10
31 | Fc1ccccc1N1CCN(C(c2ccncc2)c2nnnn2C2CCCC2)CC1 (centres undefined) | · | i | -1 | i | i | -7
32 | Cc1ccnc(SCC(=O)N2CCC(C(N)=O)CC2)n1 | -1 | i | 1 | i | i | -5
33 | COc1cc(NC(=O)CN(C)Cc2cccc(F)c2)c(C)cc1[N+](=O)[O-] | -7 | i | 2 | i | i | -9
34 | O=C(CCC(=O)N1CCN(S(=O)(=O)c2cccc(F)c2)CC1)c1cccs1 | -6 | i | -5 | i | i | -7
35 | COc1ccc(C(=O)Nc2sc3c(c2C(=O)NCc2ccco2)CCCC3)cc1OC | 5 | i | 3 | -12* | i | -9
36 | FC(F)(F)c1ccc(/C=N/N2CCN(Cc3cccc4ccccc34)CC2)cc1 | 8 | i | -4 | i | i | -14
37 | O=C(COc1ccc(S(=O)(=O)NC2CCCCC2)cc1Cl)NCc1cccnc1 | 5 | i | 10 | i | i | -4
38 | Cc1ccc(C)c(-c2csc(NC(=O)C3=COCCO3)n2)c1 | 8 | i | 28 | -8.3* | i | -23
39 | CC1CCN(C(=O)CSCC(=O)O)CC1 | 3 | i | 15 | i | i | -17
40 | CC(=O)Nc1ccc(NC(=O)C2CCCN2C(=O)NC2CCCCC2)cc1 (centres undefined) | -2 | i | 2 | i | i | -2

cpd | TRPC4 PAM | KCNK3 inh | TRPC4 act | TRPC4 inh | PolyA inh
25 | i | i | i | i | i
26 | i | i | i | i | i
27 | i | i | i | i | i
28 | i | i | i | i | i
29 | i | i | i | i | i
30 | i | i | i | i | i
31 | i | i | i | i | i
32 | i | i | i | i | i
33 | i | i | i | i | i
34 | i | i | i | i | i
35 | i | i | i | i | i
36 | i | i | i | i | i
37 | i | i | i | i | i
38 | i | i | i | i | i
39 | i | i | i | i | i
40 | i | i | i | i | i

# Other structures:
cpd | canonical_smiles | DYRK1A inh | KCNQ1 act | Platelet DG rel | KCNK9 block | KCNQ1 inh | hERG rescue
41 | CC1CCN(S(=O)(=O)c2cc3c4c(c2)CCN4C(=O)CC3)CC1 | -11 | i | 10 | i | i | -6
42 | CCN(CC)Cc1c(O)ccc2occ(C(=O)c3ccccc3)c12 | · | i | -4 | i | i | -9
43 | CCCCn1c(SC(C)C(=O)c2ccc(OC)cc2)nc2cc(S(N)(=O)=O)ccc21 (centres undefined) | -13 | i | 0 | i | i | -5
44 | O=C(CCc1ccccc1)NNc1ccc(F)cc1 | · | i | 5 | i | i | -5
45 | COc1ccc(S(=O)(=O)Oc2ccc3cccc(N)c3c2)cc1 | · | i | -19 | i | i | -9
46 | N#Cc1c(OCC(=O)c2ccccc2)nc2c(c1-c1ccco1)CCc1ccccc1-2 | 3 | i | -5 | i | i | -11
47 | Cc1ccccc1N1CCN(C2CCCN(C(=O)CCC(F)(F)F)C2)CC1 (centres undefined) | -5 | i | -4 | i | i | -2

cpd | TRPC4 PAM | KCNK3 inh | TRPC4 act | TRPC4 inh | PolyA inh
41 | i | i | i | i | i
42 | i | i | i | i | i
43 | i | i | i | i | i
44 | i | i | i | i | i
45 | i | -9.1* | i | i | i
46 | i | i | i | i | i
47 | i | i | i | i | i

# Screening data deposited in PubChem by several laboratories.

# A portion of the library (hit frequency here may not be typical).
